# MITF TRPM1 inh – inhibitors of MITF-driven TRPM1 promoter in melanoma cells. SK-MEL-5 TRPM1 promoter luciferase, 24 h. inhibition, % at 12.5 µM. 0.83% of 330,000 active. AID 488899;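 active means mean inhibition across replicates of 60% or more, whatever share of single replicates reaches that level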; further: values of inactives mirror those of a sister screen read the other way
# Shn3 3UTR inh – inhibitors of Schnurri-3 3'UTR reporter in osteoblasts. inhibition, % at 12.5 µM. Clone20 osteoblast Shn3 3'UTR firefly luciferase, 24 h. 0.52% of 360,000 active;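 active means mean inhibition of at least 75% with every replicate also reaching 75%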;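 further: 0% = median of neutral control wells and 100% = pilot-screen positive control compound; some compounds past the cut are filed as inactive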
# hiPSC survival – increases survival of single human iPS cells; hiPSC single-cell survival, ATPlite luminescence; 100% = ROCK inhibitor wells, 0% = DMSO; survival enhancement, % at 20 µM; 0.044% of 360,000 active; AID 602274; in the data active means survival enhancement above about 18%;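 further: cells exposed to compounds for 16 hours before the ATP read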
# KKLEB cytotox – counter-screen for CF NF-kB inhibitors: cytotoxicity; KKLEB CF airway cells viability, ATPlite luminescence, overnight; stronger effect = lower value; cells stimulated with P. aeruginosa culture filtrate; activity change (cytotoxicity), % at 5 µM; 0.36% of 360,000 active;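 active means corrected activity change at or below -50% at 5 µM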
# HIF-2a block – blocks HIF-2a reporter activity; inhibition, % at 18.8 µM; 0.72% of 360,000 active; 786-0 RCC cells HIF-2a reporter, luciferase luminescence, overnight; AID 624352;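 active means inhibition of the luminescence signal of 40% or more relative to plate controls, in a single-dose primary screen at 18.75 µM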
# CF NFkB inh – inhibitors of cystic fibrosis induced NF-kB. KKLEB NF-kB-GFP reporter, PAF-induced, GFP fluorescence overnight. inhibition, % at 5 µM. 0.86% of 360,000 active. AID 588850;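 active means at least 50% inhibition at 5 µM, scaled per plate between neutral and stimulator controls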;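 further: PAF is a Pseudomonas aeruginosa culture filtrate used as stimulus; plate controls were PAF-stimulated DMSO wells for no effect and unstimulated DMSO wells for full effect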
# NR2E3 ag-1 – agonists of human nuclear receptor NR2E3 | AID 2300 | GST-NR2E3/biotin-RetCOR TR-FRET, 1536-well | inhibition of corepressor binding, % at 4.78 µM | 0.12% of 320,000 active;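 active means percent inhibition above the cutoff of mean plus 3 SD of all tested compounds, set per screening campaign, cut at about 20% in these data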;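 further: 0% = DMSO wells and 100% = biotin wells as full block of FRET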
# Target sequence (Q9Y5X4 whole entry, looked up): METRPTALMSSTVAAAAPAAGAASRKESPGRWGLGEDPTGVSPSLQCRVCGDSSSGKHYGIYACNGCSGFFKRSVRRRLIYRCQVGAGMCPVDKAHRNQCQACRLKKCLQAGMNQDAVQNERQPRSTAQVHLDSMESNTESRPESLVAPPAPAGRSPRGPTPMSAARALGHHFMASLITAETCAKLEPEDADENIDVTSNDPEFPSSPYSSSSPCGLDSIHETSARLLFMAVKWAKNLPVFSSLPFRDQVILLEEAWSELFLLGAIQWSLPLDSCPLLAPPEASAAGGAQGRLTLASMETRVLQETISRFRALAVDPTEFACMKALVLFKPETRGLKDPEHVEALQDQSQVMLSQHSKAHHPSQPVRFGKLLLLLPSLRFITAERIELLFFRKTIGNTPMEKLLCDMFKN
#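 system = GST-tagged NR2E3 plus biotinylated RetCOR corepressor | input = 1.35 nM GST-NR2E3 | also added = 7 nM biotin-RetCOR | schedule = 5 h incubation at 4 °C | measured by = TR-FRET with europium anti-GST and streptavidin-D2, 340 nm excitation | read-out = percent loss of FRET ratio relative to control wells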
# NR2E3 ag-2 – agonists of human NR2E3 nuclear receptor. inhibition of corepressor binding, % at 3.98 µM. Q9Y5X4. AID 602229. CHO-S Gal4-NCOR/VP16-NR2E3 two-hybrid, luciferase. 0.35% of 360,000 active;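 active means inhibition above the mean of all tested compounds plus 3 SD, cut at about 70% in these data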;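 further: 0% = DMSO with NR2E3 transfected cells and 100% = cells lacking NR2E3 construct; higher means lower luciferase signal from less NR2E3 corepressor binding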
# aDG glyco act – alpha-DG glycosylation activation. activation, % at 10 µM. 0.22% of 360,000 active. Pro5-aDG cells, alpha-DG glycosylation AlphaScreen (IIH6); 0% Pro5, 100% B10-LARGE cell signal;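 active means activation of at least 8% versus controls, or a plate z-score of at least 8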;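 further: Pro5 are CHO cells carrying HIG-tagged alpha-DG that lacks glycosylation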
# TWEAK Fn14 block – TWEAK-Fn14 signaling inhibition; TWEAK-stimulated Fn14 reporter cells, luciferase luminescence, 8 h; inhibition, % at 10 µM; 2% of 360,000 active; AID 1159606; in the data active means inhibition above about 50%
# Peg3 prom inh – inhibitors of Peg3 promoter; HeLa PEG-Prom luciferase reporter, luminescence, overnight; inhibition, % at 20 µM; 1.7% of 360,000 active;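 active means inhibition of at least 50% at 20 µM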
# Numbers without * were called inactive; . = no result given.
SMILES,MITF TRPM1 inh,Shn3 3UTR inh,hiPSC survival,KKLEB cytotox,HIF-2a block,CF NFkB inh,NR2E3 ag-1,NR2E3 ag-2,aDG glyco act,TWEAK Fn14 block,Peg3 prom inh
C=C(C)C1CC=C(C)/C(=N/NC(=O)c2ccc(NC(=O)CCC)cc2)C1 (stereo not drawn),10,-2,3.3,6,4,6,-3,8,-0.2,-2,10
COC(=O)c1ccccc1NC(=O)c1cccc(COc2ccccc2Cl)c1,-5,-48,-2.3,2,-112,5,-2,-338,-0.1,-3,-231
O=C(Nc1ccc(Cl)c(Cl)c1)OCCNC(=O)c1ccncc1,11,36,0.1,1,15,-2,0,41,0.2,-1,10
N#C/C(=C\c1ccc(N2CCOCC2)c([N+](=O)[O-])c1)c1nc2ccccc2[nH]1,-36,28,-2.1,-2,-147,14,-2,-27,-0.3,13,12
Cc1cccn2c(=O)c3cc(C#N)c(=NC(=O)c4ccncc4)n(CCCOC(C)C)c3nc12,10,6,3.9,-4,22,3,3,2,-0.1,14,2
COc1cc(/C=C2\SC(N)=NC2=O)ccc1O,4,2,-0.4,-16,31,73*,.,-10,0.1,100*,16
Cc1nc2ccc(NS(=O)(=O)c3ccc4c(c3)OCCO4)cc2s1,13,84,0.7,0,11,13,-4,94*,1.5,33,15
CCOc1ccc(NC(=O)CN(C)C(=O)CSc2ccccc2)cc1OCC,3,-11,-0.3,-7,4,24,.,19,0.3,3,17
CCOc1ccc(CC(=O)OCc2cc(=O)n3cc(Br)ccc3n2)cc1,0,-43,-0.6,12,-14,-6,0,0,-0.5,-8,2
COc1ccc(CNC(=O)CSc2nc3c(oc4ccccc43)c(=O)n2CC2CCCO2)cc1 (stereo not drawn),2,-10,-0.2,-1,-22,-1,-3,-9,0.1,-22,-10
COCCNC(=O)Cn1cc(C(=S)N2CCCCC2)c2ccccc21,4,14,1.4,0,17,5,-3,-21,0.1,12,18
COc1cc2c3c(c1)-c1c(sn(-c4cc(OC)ccc4OC)c1=S)C(C)(C)N3C(=O)C2=O,12,-9,-1.1,7,18,-12,1,-18,0.7,-36,16
Cc1ccc(S(=O)(=O)n2c(C)nc3cc(C)ccc32)cc1,13,-7,0.4,-1,13,-4,-2,-4,-0.1,8,13
COC(=O)[C@@H](Cc1ccccc1)NC(=O)[C@H]1O[C@@H](n2cnc3c(N)ncnc32)[C@H](O)[C@@H]1O,.,8,3.3,-20,11,12,.,-10,0.0,5,12
C=C[C@@H]1c2cccc(C)c2N(S(=O)(=O)c2ccc(C)cc2)[C@H](c2ccccc2)C1(C#N)S(=O)(=O)c1ccccc1 (stereo partly drawn),12,11,1.7,6,12,11,.,12,-0.4,-3,11
COC(=O)[C@@]1(Cc2ccc(F)cc2)[C@H]2c3cc(C(=O)N4CCCC4)n(CCF)c3C[C@H]2CN1C(=O)c1ccccc1,.,.,-0.4,.,9,.,.,12,-0.2,19,.
S=C(Nc1ccc(Cl)cc1)N1CCCC1,-12,-19,-1.4,4,-47,6,0,-23,0.2,1,-13
CCCNC(=S)N1CCC(NC(=O)Nc2ccc(C)cc2)CC1,-4,8,-2.4,17,18,5,-1,11,-0.3,-9,17
NC(=O)CSc1nc(-c2ccccc2)c(-c2ccccc2)o1,-8,7,-1.0,-5,11,15,0,6,-0.1,1,16
COc1ccc(-c2cc3cc(-c4cc(OC)c(OC)c(OC)c4)ccc3o2)cc1,-8,10,8.7,11,-13,1,4,-55,-0.1,-22,-21
Cn1c(NC(=O)c2ccccc2F)cc(=O)n(C)c1=O,-9,-17,0.8,-2,-1,21,1,17,0.0,4,18
CCOC(=O)C(Cc1ccccc1)C(=O)Nc1nccs1 (stereo not drawn),-1,2,-2.6,7,-3,-4,-5,-20,0.3,-7,6
COc1ccccc1NS(=O)(=O)c1cc(-c2cc(C)no2)ccc1OC,9,23,0.2,-5,3,-9,-4,2,-0.1,4,15
CCCN(c1ccc(C(C)C)cc1)S(=O)(=O)c1c(C)[nH]c(=O)[nH]c1=O,-6,10,-1.5,-8,7,-5,3,-21,0.0,2,7

# NR2E3 ag-2: hit marks shown above.
Structure | MITF TRPM1 inh | Shn3 3UTR inh | HIF-2a block | CF NFkB inh | NR2E3 ag-1 | NR2E3 ag-2 | aDG glyco act | TWEAK Fn14 block | Peg3 prom inh
Cc1nc2ccc(NS(=O)(=O)c3ccc4c(c3)OCCO4)cc2s1 | 13 | 84 | 11 | 13 | -4 | 94* | 1.5 | 33 | 15

# Later entries:
SMILES,MITF TRPM1 inh,Shn3 3UTR inh,hiPSC survival,KKLEB cytotox,HIF-2a block,CF NFkB inh,NR2E3 ag-1,NR2E3 ag-2,aDG glyco act,TWEAK Fn14 block,Peg3 prom inh
O=C(Nn1cc(C(=O)N2CCN(c3ccccc3F)CC2)c2ccccc2c1=O)c1cnccn1,5,54,-2.7,-4,0,-8,2,14,0.5,3,12
CNC(=O)C1CC(=O)N(c2ccc(F)c(Cl)c2)C1 (stereo not drawn),-6,-3,-1.5,-15,5,5,0,-17,-0.1,9,3
COC(=O)C1=C(C)N(C(C)C)C(=O)C1(NC(=O)C1CCCCC1)C(F)(F)F (stereo not drawn),2,-10,3.7,6,3,-33,0,9,0.1,7,5
COC(=O)/C(=N\Nc1ccc(Cl)cc1)Sc1nnc(-c2ccc(OC)cc2)n1C,-17,4,-1.5,10,13,-6,2,12,0.1,-22,3
O=C(CCc1nnc2n(Cc3ccccc3)c(=O)c3ccccc3n12)NCCN1CCOCC1,-6,5,2.5,-9,-5,2,-2,3,-0.1,8,12
COc1ccc2cc(-c3nc4ccccc4n3C)c(=O)oc2c1,-75,-87,-2.6,-1,-236,1,5,-119,0.1,-11,-217
COc1ccc(N(Cc2ccccc2)S(=O)(=O)c2ccc(C)cc2)cc1,-10,6,0.3,-10,5,-7,2,-20,0.3,3,31
COc1ccc(NC(=O)CCNS(=O)(=O)c2ccc(C)c(C)c2)cc1OC,7,18,0.4,-2,2,6,-2,3,0.0,2,5
Cc1cc(NC(=O)c2cc(-c3ccccn3)nc3ccc(Br)cc23)no1,51,12,0.1,-11,5,22,5,-4,-0.1,-82,36
CC(=O)N1CCc2cc(C(=O)CN3CCCCC3)ccc21,.,-11,1.9,-7,-4,6,1,-48,-0.4,2,-8
COC(=O)c1cccc(C23CC4(C2)[C@H](CN(Cc2ccc(-c5ccccc5)cc2)[C@@H]4c2ccccc2)C3c2ccccc2)c1 (stereo partly drawn),8,4,-3.4,-15,5,4,3,-17,-0.2,-19,4
CCC(=O)N1CCc2cc(S(=O)(=O)N3CCN(C(=O)c4ccco4)CC3)ccc21,4,12,-0.6,-4,11,5,2,9,0.2,-4,10
COc1ccc(CN(C)C(=O)C2CC(=O)N(c3ccc4c(c3)OCCO4)C2)cc1 (stereo not drawn),.,-8,2.1,-11,-6,20,.,-10,-0.1,21,-9
COc1ccc(/C=N/NC(=O)COc2cc(C)cc(C)c2)cc1COC(C)=O,7,-6,1.4,-5,8,-4,-4,3,-0.6,-20,22
CC(C)=C(NC(=O)c1ccccc1)C(=O)NCc1ccccc1,4,-13,0.1,10,5,3,6,-11,-0.3,1,-2
Cc1cc(C)nc(CCNC(=O)c2cc(COc3ccccc3)on2)n1,-5,-26,1.3,-2,-123,21,1,-22,-0.4,-8,-79
O=C(NCc1ccccn1)Nc1ccc(Br)cc1Cl,-78,-90,-0.3,11,-192,-27,-2,-73,0.0,-1,-213
CCOC(=O)NC(Nc1ccc(OC)cc1)(C(F)(F)F)C(F)(F)F,-3,3,-0.3,-4,8,5,-1,-3,-0.1,-6,6
COc1ccccc1CC(=O)O/N=C(\N)Cc1cccc2ccccc12,13,-26,-1.1,1,2,8,1,-27,0.3,-8,-59
COc1ccc(NC(=O)C2CCCN(c3nn4c(=O)cc(C)nc4s3)C2)c(OC)c1 (stereo not drawn),-7,1,-0.4,-9,7,0,1,13,-0.1,-11,6
COc1ccc(C)cc1S(=O)(=O)Nc1cccc(C)c1,-2,2,-1.2,-1,8,1,1,23,0.1,-1,-8
CN(C)CCCN(Cc1cc2cc3c(cc2[nH]c1=O)OCO3)C(=S)Nc1cccc(Cl)c1,-22,-7,-3.4,12,-102,7,2,-11,1.4,28,-56
CC(Oc1ccc(Cl)cc1Cl)C(=O)NCCCN1CCOCC1 (stereo not drawn),-2,-8,2.9,-5,10,7,3,7,0.1,-2,0
Cc1ccc(C)c(CN2CCC(CNC(=O)CCc3nnc4ccc(N5CCC(C)CC5)nn34)CC2)c1,-6,8,-0.1,7,13,-8,0,16,-0.4,4,9
O=C(C(c1ccccc1)c1ccccc1)N1CCC(c2nc(-c3ccccc3Cl)no2)CC1,6,0,-1.6,2,11,12,0,-8,0.1,12,29
O=C(COc1ccccc1)Nc1nc2cc3c(cc2s1)OCO3,-17,-30,0.4,6,-135,9,1,-46,-0.2,-19,-119
CC(=O)c1ccc(N2CCN(C(=S)Nc3ccc(Oc4ccccc4)cc3)CC2)cc1,27,78,-0.8,1,-4,-22,-4,37,7.2,42,7
O=C(COC(=O)C1(c2ccccc2F)CCCC1)NC1CCS(=O)(=O)C1 (stereo not drawn),3,-8,4.6,-6,9,7,1,0,0.1,5,18
O=C(c1ccccc1)c1cccn1CC(=O)N1CCc2ccccc2C1,4,9,0.0,7,1,-7,-1,-22,0.1,17,11
CC(=O)OC1CC2C(C)(C)C(=O)C=CC2(C)C2CCC3(C)C(c4ccoc4)OC(=O)C4OC43C12C (stereo not drawn),.,-10,0.5,0,45*,33,.,-6,-0.4,22,45
Cc1nnc(SCc2c(Cl)cccc2[N+](=O)[O-])s1,2,-15,-0.3,7,-1,-6,2,26,1.2,-70,-1
CN(C)C=NC1=NN(c2cccc(C(F)(F)F)c2)CC1,-7,-13,-1.4,-24,-124,9,-7,-2,-0.1,-13,-125
COc1ccc(NS(=O)(=O)c2ccc(S(=O)(=O)N3CCOCC3)cc2)cc1,-3,-5,-0.6,-2,7,6,-1,10,0.7,7,-5
COc1ccc(-c2sc3ccccc3c2-c2cc(OC)ccc2C=O)cc1,.,.,-0.9,.,-8,.,.,5,0.1,23,.
COc1ccc(/C=N/NC(=O)CC(=O)NC2CCCCC2)cc1,4,-7,2.7,-5,-28,7,0,-24,-0.1,5,-28
Cc1cccc(-c2nc(N)nc(N)n2)c1,-10,-8,-0.4,4,-105,0,-5,-24,0.0,-4,-85
CCCCCSc1nnc2c(n1)OC(C)N(C(C)=O)c1ccccc1-2 (stereo not drawn),.,-4,-0.5,-6,5,-7,0,-12,-0.3,-2,14
CC(NC(=O)Nc1ccccn1)N1C(=O)C2C3C=CC(C3)C2C1=O (stereo not drawn),0,11,1.0,-1,10,-3,5,2,-0.1,16,8

# One compound at a time, as listed above. Order of values: MITF TRPM1 inh, Shn3 3UTR inh, hiPSC survival, KKLEB cytotox, HIF-2a block, CF NFkB inh, NR2E3 ag-1, NR2E3 ag-2, aDG glyco act, TWEAK Fn14 block, Peg3 prom inh
# O=C(CCc1nnc2n(Cc3ccccc3)c(=O)c3ccccc3n12)NCCN1CCOCC1 in the list: -6, 5, 2.5, -9, -5, 2, -2, 3, -0.1, 8, 12
# COc1ccc(C)cc1S(=O)(=O)Nc1cccc(C)c1 in the list: -2, 2, -1.2, -1, 8, 1, 1, 23, 0.1, -1, -8
